ABCB1 inh – human ABCB1 inhibition, ABCG2 as counter-screen; inhibition, % at 6.6 µM; hit rate 0.067% among 190,000; CCRF-Adr cells, JC-1 efflux, flow cytometry; P08183; in the data active = inhibition above about 40%;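 also: 0% = vehicle and 100% = reference inhibitor; higher value means more JC-1 retained so stronger ABCB1 efflux block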
Pf gametocyte – P. falciparum stage V gametocyte viability inhibition; hit rate 0.065% among 150,000; P. falciparum stage V gametocytes, ATP luminescence, 24 h; inhibition, % at 10.9 µM;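 active = inhibition above the mean plus 3 SD of compounds within the control limits, set per campaign, cut at about 38% in these data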;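 also: 0% = DMSO wells and 100% = medium only without gametocytes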
ABCG2 block – blocks JC-1 efflux by human ABCG2 transporter; Q9UNQ0; IgMXP3 cells, flow cytometry; inhibition, % at 6.6 µM; hit rate 0.1% among 190,000;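 active = inhibition above 80%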;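 also: 0% = DMSO and 100% = nicardipine control wells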
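Read-out basis: Efflux inhibition in percent versus controls | Test system: ABCG2 IgMXP3 and barcoded ABCB1 CCRF-Adr cell mix | Quantity: 3 million cells/mL in well | Schedule: 10 min at 25 °C | Control set: Nicardipine as high control, DMSO as low control | Reagent: JC-1 as fluorescent efflux pump substrate | Signal: Flow cytometry of retained JC-1 fluorescence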
Rab2 wt GTP – changes GTP binding to wildtype dog Rab2A, up or down. GST-Rab2 wt beads, Bodipy-GTP binding, flow cytometry. GTP binding activity, % at 10 µM. hit rate 0.19% among 190,000. AID 760;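 active = GTP binding activity at least 20 points away from 100%, either lowered or raised; inconclusive = signal likely due to the compound's own green fluorescence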;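 also: 0% = beads with excess unlabeled GTP and 100% = no-compound control corrected for plate trend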
Avidin bead fluor – avidin bead compound fluorescence profile. hit rate 0.38% among 220,000. AID 1775. fluorescence (KMESF) at 10 µM. Avidin beads, compound fluorescence 488/530 nm, flow cytometry; stronger effect = higher value; in the data active = fluorescence above about 47; also: inactives centre near 10
Mcl1-Noxa inh – disrupts binding of human Mcl-1 to Noxa peptide. inhibition, % at 21.7 µM. AID 1022. hit rate 1.5% among 220,000. TR-FRET Mcl-1/Noxa peptide binding, 2 h. Q07820;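 active = compounds that cut the protein-peptide binding signal by more than 50% relative to plate controls in a single-dose test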;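 also: His-tagged Mcl-1 with rhodamine Noxa BH3 peptide and terbium anti-His antibody; 0% = Mcl-1 plus Noxa peptide wells and 100% = peptide-only wells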
Target sequence (Q07820 whole entry, looked up): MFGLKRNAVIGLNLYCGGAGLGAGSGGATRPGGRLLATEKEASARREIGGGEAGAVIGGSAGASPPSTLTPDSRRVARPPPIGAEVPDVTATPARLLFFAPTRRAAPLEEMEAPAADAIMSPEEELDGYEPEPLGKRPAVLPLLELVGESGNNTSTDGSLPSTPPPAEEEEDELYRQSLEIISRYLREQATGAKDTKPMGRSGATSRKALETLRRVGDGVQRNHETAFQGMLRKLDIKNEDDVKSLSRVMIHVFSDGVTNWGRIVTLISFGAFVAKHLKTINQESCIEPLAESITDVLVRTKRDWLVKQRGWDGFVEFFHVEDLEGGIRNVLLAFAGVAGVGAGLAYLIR
Rab7 wt modul – alters GTP binding to wildtype dog Rab7. GST-Rab7 beads, fluorescent GTP binding, flow cytometry; actives lie on both sides; untreated = 100%, excess cold GTP = 0%. hit rate 0.055% among 190,000. AID 758. GTP binding activity (percent of control), % at 10 µM;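 active = fluorescent GTP binding to Rab7 beads changed by at least 20 points from the 100% baseline, either direction, mostly lower; inconclusive = compound itself probably fluorescent, or too few beads counted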;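 also: median green fluorescence of bound Bodipy-FL-GTP per Rab7 bead population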
Cdc42 wt – modulators (inhibitors or activators) of GTP binding to human Cdc42 wildtype. P60953. percent activity (GTP binding), % at 10 µM. hit rate 0.2% among 190,000. GST-Cdc42 beads, Bodipy-GTP binding, flow cytometry; actives lie on both sides;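 active = percent activity GTP binding at least 20 points away from the 100% baseline, either down as inhibitor or up as activator; inconclusive = compound flagged as likely green fluorescent from well-wide comparison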;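 also: median bead fluorescence of bound Bodipy-FL-GTP at 100 nM; 0% = excess unlabeled GTP control and 100% = no compound control; below 100% means less GTP binding so inhibitor and above means activator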
Target sequence (P60953 whole entry, looked up): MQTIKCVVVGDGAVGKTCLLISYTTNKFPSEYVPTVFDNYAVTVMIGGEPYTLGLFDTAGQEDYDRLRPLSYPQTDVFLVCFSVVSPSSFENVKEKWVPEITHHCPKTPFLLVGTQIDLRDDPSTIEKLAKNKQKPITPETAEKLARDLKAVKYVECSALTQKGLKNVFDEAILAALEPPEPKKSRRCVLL
HRas wt GTP bind – human HRas wildtype GTP binding, change in either direction. P01112. GST-Ras wt beads, Bodipy-FL-GTP binding, flow cytometry; actives lie on both sides. GTP binding activity, % at 10 µM. hit rate 0.14% among 190,000. AID 759;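 active = GTP binding activity at least 20% away from the 100% baseline, either lowered as inhibitor or raised as activator; inconclusive = flagged as likely green fluorescent, judged across all proteins in the well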;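 also: 0% = unlabeled GTP competition control and 100% = no-compound control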
Target sequence (P01112 whole entry, looked up): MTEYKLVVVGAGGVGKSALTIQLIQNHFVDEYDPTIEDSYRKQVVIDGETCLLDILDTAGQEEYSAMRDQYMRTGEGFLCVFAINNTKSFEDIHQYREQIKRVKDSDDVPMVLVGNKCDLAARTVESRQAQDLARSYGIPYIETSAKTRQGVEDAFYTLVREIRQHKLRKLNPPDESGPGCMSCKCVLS
Rac1 mut GTP – modulators of GTP binding to human Rac1 activated mutant; P63000; GST-Rac1 activated beads, fluorescent GTP binding, flow cytometry; actives lie on both sides; 100% means binding = to untreated wells; percent activity (GTP binding), % at 10 µM; hit rate 0.11% among 190,000;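 active = GTP binding at least 20 percentage points away from the 100% baseline, in either direction, so actives lie on both sides; inconclusive = Compound likely fluorescent itself, or too few beads counted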
Rac1 wt modul – alters GTP binding to wildtype human Rac1; P63000; GST-Rac1 beads, fluorescent GTP binding, flow cytometry; actives lie on both sides; 0 = cold GTP competed, 100 = untreated; GTP binding activity (% of control), % at 10 µM; hit rate 0.27% among 190,000; AID 757;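 active = GTP binding activity at least 20 points away from the 100% control level, either lower or higher; inconclusive = compound flagged as likely green fluorescent, judged across all proteins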
An asterisk follows results filed as active; ? = inconclusive; . = not tested or not shown.

SMILES	ABCB1 inh	Pf gametocyte	ABCG2 block	Rab2 wt GTP	Avidin bead fluor	Mcl1-Noxa inh	Rab7 wt modul	Cdc42 wt	HRas wt GTP bind	Rac1 mut GTP	Rac1 wt modul
O=C1C2C3C=CC(CC3)C2C(=O)N1/N=C/c1ccc(O)c(O)c1 (stereo unspecified)	-0.4	.	-3	100	7	26	96	103	101	101	103
COc1ccc(-c2nc(NC(=O)c3n[nH]c(=O)c4ccccc34)sc2C)cc1	1.6	3	21	98	14	37	97	100	98	97	102
COC(=O)CNC(=O)C(CCSC)NC(C)=O (stereo unspecified)	0.9	.	11	97	5	-2	100	96	100	97	98
O=C(NNC(=S)NCc1ccccc1)c1ccccc1OC(F)F	0.3	3	2	100	10	-6	104	103	102	98	100
CC12CC3(C)CC(C)(C1)CC(C(=O)NC(=S)N1CCOCC1)(C2)C3	0.0	.	0	100	3	2	103	99	101	99	103
Cc1ccc(NC(=O)N2CCc3ccccc3C2)cc1	0.3	-3	6	102	12	9	106	103	104	102	110
OCC1(CC2CCCCO2)CCN(Cc2ccccc2-c2ccco2)CC1 (stereo unspecified)	2.2	.	4	97	5	8	97	98	98	98	98
Cc1ccc2nc(Cc3ccc(N)cc3)[nH]c2c1	0.1	.	0	101	10	29	98	100	100	101	100
CCC1C(=O)N=C(SCC(=O)Nc2ccc(C(=O)OC)cc2)NC1=O (stereo unspecified)	-0.1	-23	0	95	36	13	94	99	99	98	98
Cc1ccc(Sc2c(C#N)c(-c3ccccc3)nn2C)cc1	-0.7	.	-1	99	11	13	99	99	99	95	100
Oc1ccc(Cl)cc1-c1cc(-c2ccccc2Cl)[nH]n1	0.3	30	13	97	5	14	101	100	100	102	100
c1ccc(Oc2ccc(-c3ccnc4nc(N5CCOCC5)nn34)cc2)cc1	0.3	13	0	92	5	11	94	89	91	90	96
COC(=O)c1sc(NC(=O)/C=C/c2ccc(C)o2)nc1C	0.2	-5	-1	99	14	23	100	99	99	102	102
CN1C(=O)c2ccc(C(=O)NCc3ccccc3)cc2C1=O	1.0	.	8	103	10	-4	103	102	102	98	100
Cc1ccc(CNC(=O)CC2Nc3c4ccccc4nc(=S)n3C2=O)cc1 (stereo unspecified)	-0.7	.	-3	96	15	28	102	96	92	93	98
COc1ccc(N(C(=O)CNC(=O)c2cccs2)C(C(=O)NCC2CCCO2)c2ccc(OC)c(OC)c2)cc1 (stereo unspecified)	-0.6	-13	-3	98	13	20	97	95	93	96	96
N#CC1=C2SC=C(c3ccc(Br)cc3)N2CCCC1=O	0.1	2	69	97	6	18	99	93	97	96	102
CCOc1cccc(OCCCCn2ccnc2)c1	0.2	.	0	104	16	36	102	104	103	102	103
CCOC(=O)c1c(C)[nH]c(C(=O)OCC(=O)N(C)C2CCS(=O)(=O)C2)c1C (stereo unspecified)	0.1	.	0	105	13	-16	101	107	107	101	104
O=S(=O)(c1ccccc1)N1CCN=C1SCc1ccc(Cl)c(Cl)c1	0.4	5	1	100	3	0	105	99	101	100	103
CC(=O)c1cccc(NC(=O)Nc2c(C)nn(C)c2C)c1	0.8	6	2	102	16	15	103	103	103	99	107
c1coc(Cn2nnnc2CN2CCN(C3CCCC3)CC2)c1	0.4	.	1	97	7	32	99	97	98	96	98
COc1cccc(NC(=O)Cc2c(C(=O)O)[nH]c3ccccc23)c1	0.4	.	2	97	12	-10	95	98	98	96	99
C/C(CC1CC(COCC(C)C)OC1=O)=N\Nc1nc(-c2ccccc2)cs1 (stereo unspecified)	0.1	7	-1	97	4	23	97	98	100	96	100
CCN(CC)S(=O)(=O)c1ccc(Cl)c(NC(=O)COC(=O)/C=C/c2ccc(O)c(OC)c2)c1	1.0	0	3	89	6	2	96	91	92	95	92
CC1=C(C#N)C(Nc2ccc(C)cn2)(C(F)(F)F)C(=O)N1 (stereo unspecified)	0.9	-34	3	103	15	23	100	101	103	101	99
COc1ccc(CCNC(=O)C2CCC(CNc3c(N4CCCC4)c(=O)c3=O)CC2)cc1OC (stereo unspecified)	0.4	.	1	100	36	26	103	103	101	100	103
COc1ccc(C(NC(=O)/C=C/c2ccco2)c2ccc(OC)c(OC)c2)cc1OC	-1.2	2	-9	97	3	9	99	102	99	98	104
COc1ccc(NC(=O)C2CC(=O)N=C(N)S2)cc1 (stereo unspecified)	0.4	-10	0	102	9	-7	108	105	100	100	102
COc1ccc(-n2c(=S)[nH]c3cc(C(=O)Nc4cc(OC)c(OC)c(OC)c4)ccc3c2=O)c(OC)c1	-0.6	-15	3	?	4	-3	?	?	?	?	?
CCC1(C)CC(=O)N(c2ccc(C(=O)O)c(O)c2)C1=O (stereo unspecified)	0.6	-15	5	95	37	2	99	98	98	96	95
COc1cc(NC(=O)CN2CCN(c3ccccc3)CC2)c(C)cc1[N+](=O)[O-]	0.6	-5	11	100	18	25	98	105	99	97	101
COc1ccc(-n2ncc3c(=O)n(CC(=O)OCc4ccccc4)cnc32)cc1	0.5	19	5	100	24	10	101	101	102	100	100
CCCCN=C1NN=C(c2ccc3c(c2)OCCO3)CS1	-0.2	15	0	92	24	41	92	94	90	94	91
COc1ccc(CC(=O)Nc2nnc(SCc3ccccc3)s2)cc1S(=O)(=O)N1CCOCC1	-0.1	20	0	103	9	-47	104	103	102	99	107
Cc1cc(C)n2nc(SCC(=O)Nc3c(C)nn(-c4ccccc4)c3C)nc2n1	0.1	.	1	97	5	8	99	100	100	98	100
COc1ccc(S(=O)(=O)N(C)CC(=O)Nc2cccc(C(C)=O)c2)cc1	30	24	11	105	13	-8	103	106	104	101	107
O=C(O)CCNS(=O)(=O)c1ccc2ccccc2c1	0.0	13	0	101	39	12	100	104	103	101	105
OC(c1ccccc1)c1nc2ccccc2s1 (stereo unspecified)	0.7	13	2	96	24	-18	96	102	100	95	104
NS(=O)(=O)c1ccc(NC(=O)COC(=O)CCc2c[nH]c3ccccc23)cc1	0.0	.	-1	101	12	3	107	95	100	99	97
O=C(CSc1nncs1)NC1CCCc2ccccc21 (stereo unspecified)	0.1	6	1	?	27	7	?	?	?	?	?
Cc1cc2cc(C)c(NCCNC(=O)c3cccs3)nc2cc1C	1.3	2	7	96	13	7	103	95	97	94	93
CCOC(=O)C1(Cc2ccc(Cl)cc2)CCN(Cc2ccon2)CC1	1.2	-7	4	99	13	-7	99	98	98	97	100
COCC1CCCN(Cc2nc(-c3ccc4c(c3)OCO4)no2)C1 (stereo unspecified)	1.0	-5	1	95	6	5	98	98	96	94	98
Cn1c(CC(=O)Nc2ccc(F)cc2)c(Sc2ccccc2)c2ccccc21	0.8	13	5	96	22	18	100	97	98	98	102
COc1ccc(C2C(C(N)=O)=C(C)Nc3nc(-c4ccccc4OC)nn32)cc1OC (stereo unspecified)	0.2	.	2	99	25	1	95	102	102	103	105
COc1ccccc1OCCCOc1ccc(C)cc1Br	1.8	16	11	102	3	19	100	100	102	99	104
Cc1nc2ccccn2c1C(=O)/C=C/c1ccc(F)cc1	0.5	10	3	100	5	13	99	100	100	100	101
COc1ccc(OC)c(NC(=O)CSc2ccccc2)c1	0.7	.	11	102	9	-3	104	102	102	100	99
CC(C)[C@@H]1N[C@]2(C(=O)Nc3ccccc32)[C@@H]2C(=O)N(c3cccc(C(F)(F)F)c3)C(=O)[C@@H]21	0.7	-45	3	98	16	4	96	96	97	99	96
CCOc1cc(Cl)c(NC(=O)CC)cc1OCC	1.0	18	10	99	8	7	98	103	100	99	103
CC(C)N1CC(O)=C(c2nc3ccccc3c(=O)[nH]2)C1=N	0.4	16	5	101	9	9	101	100	103	99	103
CC(=O)COc1cc(C)cc2oc(=O)cc(-c3ccccc3)c12	0.1	11	3	98	11	3	94	93	97	97	99
OC(COc1ccc(-c2ccccc2)cc1)CN1CCOCC1 (stereo unspecified)	-0.6	.	-3	98	13	7	97	96	97	94	96
CCOC(=O)c1csc(-c2ccc([N+](=O)[O-])cc2)n1	0.4	-31	6	100	12	23	96	98	98	97	98
COc1ccc(NC(=S)NNC(=O)Cn2nc([N+](=O)[O-])cc2C)cc1	0.0	-7	0	96	9	-6	99	100	98	97	101
CC(C)=N/N=C1/NC(=O)C(CC(=O)Nc2cc(Cl)ccc2C)S1 (stereo unspecified)	0.1	.	14	95	15	4	101	101	98	97	106
COc1ccc(OC)c(/C=C/C(=O)OCC(=O)Nc2cccc(Oc3ccccc3)c2)c1	0.2	12	1	92	14	0	96	100	96	94	98
Cc1cccc2c(=O)c(C(=O)NCCCN3CCOCC3)c[nH]c12	0.3	.	4	100	6	11	99	100	100	100	103
Cc1ccc(Nc2nc(-c3c(C)nc4ncccn34)cs2)cc1	-1.9	-16	36	?	11	-5	?	?	?	?	?
Continuation.
SMILES	ABCB1 inh	Pf gametocyte	ABCG2 block	Rab2 wt GTP	Avidin bead fluor	Mcl1-Noxa inh	Rab7 wt modul	Cdc42 wt	HRas wt GTP bind	Rac1 mut GTP	Rac1 wt modul
CCC1CCCCN1C(=S)Nc1ccc(SC(F)F)cc1 (stereo unspecified)	-0.1	6	0	97	13	0	98	101	98	99	102
CCN(CC)S(=O)(=O)N1CCC(C(=O)NCCN2CCOCC2)CC1	0.1	.	0	102	16	17	101	100	102	97	97
COc1cccc(C(=O)c2ncc(C(F)(F)F)cc2Cl)c1	-0.1	.	1	98	9	-1	95	100	99	98	106
COC(=O)Nc1ccc(S(=O)(=O)N2CCCCCC2)cc1	0.3	.	2	105	8	13	101	106	103	103	110
C=CCN1C(=O)C(CC(=O)O)SC1=Nc1ccc(C)cc1 (stereo unspecified)	0.3	-5	3	97	2	9	96	99	97	94	98
C#CC(=O)N(c1ccc(OC)cc1OC)C(C(=O)NC1CCCC1)c1cccs1 (stereo unspecified)	0.2	12	0	97	11	4	104	96	99	94	98
Cc1ccc(C(c2nnnn2CS(=O)(=O)c2ccc(C)cc2)N2CCN(c3ncccn3)CC2)cc1 (stereo unspecified)	3.0	.	3	96	25	-5	93	99	100	94	102
